Source: PubChem
M5 antag: CHRM5 antagonism in calcium assay; 360,000 tested, 0.59% active; inhibition, % at 3 µM; AID 624040; P08912; CHO-hM5 cells, Fluo-8 calcium fluorescence, ACh EC80;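 active means inhibition above a per-plate cutoff, the mean of that plate's test compounds plus 3 SD, cut at about 27% in these data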;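 further: 0% = acetylcholine EC80 with DMSO and 100% = DMSO without agonist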
Target sequence (P08912 whole entry, looked up): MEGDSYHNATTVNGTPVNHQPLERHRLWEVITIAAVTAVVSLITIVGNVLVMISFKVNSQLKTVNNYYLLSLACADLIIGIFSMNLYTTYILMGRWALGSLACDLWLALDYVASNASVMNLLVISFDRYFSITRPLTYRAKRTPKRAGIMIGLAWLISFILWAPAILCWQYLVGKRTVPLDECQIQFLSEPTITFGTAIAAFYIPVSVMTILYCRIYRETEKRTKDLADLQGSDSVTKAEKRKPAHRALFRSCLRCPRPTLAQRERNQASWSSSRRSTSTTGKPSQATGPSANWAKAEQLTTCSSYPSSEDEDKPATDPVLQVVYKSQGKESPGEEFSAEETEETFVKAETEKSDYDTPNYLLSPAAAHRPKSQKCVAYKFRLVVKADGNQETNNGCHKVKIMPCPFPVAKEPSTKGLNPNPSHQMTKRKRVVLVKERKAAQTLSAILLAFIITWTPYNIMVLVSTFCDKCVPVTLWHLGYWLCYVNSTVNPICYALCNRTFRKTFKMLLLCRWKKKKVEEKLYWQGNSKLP
CRFR2-BP antag: blocks CRF-induced signaling of the CRF-BP/CRF-R2 complex. HEK293 CRF-R2/CRF-BP, CRF-induced calcium fluorescence. inhibition, % at 11.8 µM. 350,000 tested, 0.59% active. AID 588475;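 active means inhibition of the ligand-induced calcium signal above about 50% at the single tested concentration, limit read from the data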
M4 PAM: CHRM4 positive allosteric modulation | AID 624126 | 360,000 tested, 0.4% active | activation, % at 3 µM | CHO-K1 hM4/Gqi5, Fluo-8 calcium fluorescence, ACh EC20; 0% = ACh EC20, 100% = maximal ACh;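 active means activation above its plate's cutoff, the mean activation of sample wells plus 3 SD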; further: some results filed as inactive read as strong as hits
Target sequence (P08173 whole entry, looked up): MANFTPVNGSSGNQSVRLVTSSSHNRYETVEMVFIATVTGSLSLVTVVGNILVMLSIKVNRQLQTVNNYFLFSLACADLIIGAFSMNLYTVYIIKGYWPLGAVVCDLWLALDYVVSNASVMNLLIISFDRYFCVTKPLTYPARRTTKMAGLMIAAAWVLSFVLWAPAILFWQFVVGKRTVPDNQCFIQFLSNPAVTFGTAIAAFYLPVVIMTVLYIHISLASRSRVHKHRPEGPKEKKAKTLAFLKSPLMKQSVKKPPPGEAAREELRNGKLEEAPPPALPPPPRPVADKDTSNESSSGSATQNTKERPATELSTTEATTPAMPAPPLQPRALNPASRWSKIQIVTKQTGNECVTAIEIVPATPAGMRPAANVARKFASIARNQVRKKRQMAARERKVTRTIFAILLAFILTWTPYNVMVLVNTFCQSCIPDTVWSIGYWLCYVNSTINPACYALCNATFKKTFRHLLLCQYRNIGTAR
M4 antag: blocks acetylcholine activation of human M4 receptor; 360,000 tested, 0.73% active; inhibition, % at 3 µM; CHO-hM4 cells, ACh EC80, Fluo-8 calcium fluorescence; P08173;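 active means inhibition above its plate's cutoff, the mean inhibition of sample wells plus 3 SD, cut at about 27% in these data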;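 further: 0% = acetylcholine EC80 with DMSO and 100% = DMSO without agonist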
M4 ag: agonists of human muscarinic M4 receptor (CHRM4); P08173; CHO-K1 hM4/Gqi5, Fluo-8 calcium fluorescence; vehicle 0%, full acetylcholine response 100%; activation, % at 3 µM; 360,000 tested, 0.14% active;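 active means activation above the run mean over all test wells plus 3 SD, cut at about 32% in these data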;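 further: peak over basal fluorescence ratio per well then scaled between controls; 0% = DMSO wells and 100% = acetylcholine at EC100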
IDE cell inh: inhibits human insulin-degrading enzyme in HEK cells; inhibition, % at 5.59 µM; P14735; FAbetaB cleavage, fluorescence polarization; 320,000 tested, 0.41% active; AID 434962;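 active means percent inhibition above the average of all tested compounds plus 3 SD, set per screening campaign, cut at about 16% in these data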;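 further: IDE supplied by intact live HEK cells; FP after avidin binding of uncleaved biotin substrate so inhibition keeps polarization high; 0% = DMSO wells and 100% = 60 µM reference IDE inhibitor Ii1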
CRFBP-R2 agonist: CRF-BP/CRF-R2 complex agonism; HEK293 CRF-R2/CRF-BP, calcium dye fluorescence (FLIPR); percent of saturating CRF peptide response; 350,000 tested, 0.46% active; activation, % at 13.2 µM;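 active means activation of at least 50%, plus an integration ratio under a set limit after plate pattern correction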;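 further: plate controls were neutral control wells without compound for no effect and CRF at EC100 for full effect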
M5 ag: agonists of human muscarinic M5 receptor (CHRM5); P08912; CHO-K1 hM5 cells, Fluo-8 calcium fluorescence; 0% DMSO wells, 100% maximal acetylcholine response; activation, % at 3 µM; 360,000 tested, 0.19% active; AID 624037;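 active means activation above the run's mean over test compounds plus 3 SD, cut at about 23% in these data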;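 further: signal is peak over basal fluorescence ratio across the kinetic read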
M5 PAM: positive allosteric modulators of human muscarinic M5 receptor. P08912. CHO-K1 hM5, Fluo-8 calcium, ACh EC20 PAM; 0% = ACh EC20, 100% = ACh EC100. activation, % at 3 µM. 360,000 tested, 0.3% active;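 active means activation above the run cutoff, the mean activation of all test compounds plus 3 SD, cut at about 18% in these data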
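System: CHO-K1 hM5 cells. Reagent: acetylcholine, EC20 level. Compound dosing: single dose, 3 µM nominal final test concentration. Timing: Post-acetylcholine fluorescence recording 140 s. Detection: Fluo-8 calcium fluorescence. Read-out: % activation, ACh-normalized. Benchmarks: ACh EC20 and EC100 wells. Repeats: singlicate, one well per test compound.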
Active calls of the source: *; / = no result given.

Short keys – A = M5 antag; B = CRFR2-BP antag; C = M4 PAM; D = M4 antag; E = M4 ag; F = IDE cell inh; G = CRFBP-R2 agonist; H = M5 ag; I = M5 PAM
O=C(NCc1ccc(Cl)cc1)C(=O)NCC1OCCN1C(=O)c1ccc(Cl)cc1 (stereo unspecified)
  A: 2	B: 4	C: 5	D: 3	E: 2	F: -5	G: -4.8	H: -2	I: 2

COC(=O)C1=C(C)NC(C)=C(C(=O)OC)C1C(=O)OCc1nnc(-c2ccccc2)o1
  A: -9	B: -7	C: 4	D: -10	E: 1	F: 3	G: -1.9	H: 0	I: 2

CCC(C)Cn1cnc2c(SCc3ccccn3)nc(N)nc21 (stereo unspecified)
  A: 0	B: 14	C: 3	D: -4	E: 2	F: /	G: -1.8	H: -1	I: 17

COc1ccc(CNC(=O)Nc2ccc3c(c2)N(C)C(=O)CS3)cc1
  A: 8	B: 3	C: 7	D: -10	E: 5	F: 4	G: -1.1	H: 1	I: -11

O=C(NCCN1CCCCC1)Nc1ccc([N+](=O)[O-])cc1
  A: 3	B: 1	C: -3	D: -1	E: 1	F: -3	G: 2.8	H: -4	I: -2

c1ccc(Cc2nn[nH]n2)cc1
  A: 1	B: 11	C: -6	D: 9	E: 0	F: -5	G: 0.0	H: 0	I: -8

C[C@@H](NCCCn1ccc(NC(=O)OCc2ccccc2)nc1=O)c1cccc2ccccc12
  A: 5	B: -16	C: 1	D: -12	E: 4	F: /	G: -0.2	H: -2	I: -5

O=C(O)COc1ccccc1/C=N/NC(=O)c1cccc(S(=O)(=O)N2CCOCC2)c1
  A: 4	B: 28	C: -1	D: 10	E: 1	F: 0	G: 0.3	H: 9	I: 7

C=CCn1cnc2c(sc3nc(C)cc(C)c32)c1=O
  A: 1	B: -7	C: 0	D: -7	E: 0	F: 8	G: -2.4	H: 2	I: 7

O=C(Nc1ccccn1)c1ccc(S(=O)(=O)N2CCCCCC2)cc1
  A: -9	B: 20	C: 11	D: -16	E: 4	F: -3	G: -0.7	H: 1	I: -4

(list continues)
Short keys – A = M5 antag; B = CRFR2-BP antag; C = M4 PAM; D = M4 antag; E = M4 ag; F = IDE cell inh; G = CRFBP-R2 agonist; H = M5 ag; I = M5 PAM
O=c1cc(/C=C/c2cccs2)[nH]c2ccccc12
  A: -1	B: 3	C: 4	D: -5	E: 13	F: -1	G: -1.1	H: 3	I: -4

CCCCCCCC(=O)OCC(COC(=O)CCCCCCC)OC(=O)CCCCCCC
  A: -2	B: 32	C: 3	D: -6	E: 1	F: -1	G: -0.5	H: 2	I: 6

CCOC(=O)C(CCCOc1ccccc1C)C(=O)OCC
  A: 3	B: 8	C: 9	D: -6	E: -3	F: 0	G: -2.2	H: -1	I: 4

C/C(=N\Nc1nc(C)cc(-c2ccccc2)n1)c1cccc(N)c1
  A: 12	B: -10	C: -4	D: 7	E: 0	F: 3	G: -1.2	H: -4	I: -4

Cc1ccc(-c2cc(C(=O)NCc3ccccn3)no2)cc1
  A: -6	B: -4	C: -2	D: 7	E: 1	F: 1	G: 0.1	H: 0	I: -1

CCCCCc1nc2sc3c(c2c(=O)n1NC(=O)c1ccc([N+](=O)[O-])cc1)CC(C)(C)OC3
  A: 34*	B: 8	C: -13	D: 3	E: 9	F: -7	G: 20	H: 0	I: -16

CCOc1cc(/C=N/n2cnnc2)ccc1OS(=O)(=O)c1ccc(C)cc1
  A: 2	B: -2	C: 0	D: 1	E: 4	F: -3	G: -0.8	H: -3	I: -3

CCOC(=O)c1cnc2ccc(OC)cc2c1NCCc1ccc(OC)c(OC)c1
  A: 6	B: 10	C: 3	D: -5	E: 4	F: -4	G: 2.7	H: -3	I: -7

O=C(CCn1c(=S)[nH]c2ccccc2c1=O)NCCCN1CCCC1=O
  A: -10	B: -18	C: 11	D: -21	E: 0	F: -1	G: 2.6	H: -3	I: 9

COc1ccc(N=Nc2c(C)n[nH]c2C)cc1
  A: -4	B: -11	C: 8	D: -5	E: 2	F: 6	G: 1.3	H: -4	I: 1

Next section:
Short keys – A = M5 antag; B = CRFR2-BP antag; C = M4 PAM; D = M4 antag; E = M4 ag; F = IDE cell inh; G = CRFBP-R2 agonist; H = M5 ag; I = M5 PAM
Cc1ccc(O)c(-c2cc(C(F)(F)C(F)F)[nH]n2)c1
  A: 7	B: 6	C: 12	D: 19	E: 8	F: 1	G: 0.2	H: 4	I: -10

CC(C)CN(C(=O)COC(=O)c1cccn1C)c1c(N)n(Cc2ccccc2)c(=O)[nH]c1=O
  A: -3	B: -24	C: 2	D: 4	E: 1	F: 0	G: -0.2	H: 0	I: -2

O=C(Cc1nc2ccccc2[nH]c1=O)c1ccc(Cl)cc1
  A: 9	B: -31	C: -8	D: 0	E: 1	F: 9	G: 26	H: 3	I: -11

NC(=O)c1ccc(NC(=O)C2CCCO2)cc1 (stereo unspecified)
  A: -5	B: -15	C: -1	D: 2	E: 0	F: 5	G: 0.5	H: 0	I: 9

CC(NC(=O)C(C)N1c2cccc3cccc(c23)S1(=O)=O)c1ccccc1 (stereo unspecified)
  A: -3	B: 1	C: -13	D: 14	E: 7	F: -12	G: -1.6	H: -3	I: -4

NC(=O)C1(C(N)=O)OC1c1ccccc1 (stereo unspecified)
  A: -3	B: -4	C: 9	D: -6	E: 1	F: 2	G: -1.8	H: 0	I: 2

COc1ccc(CCNC(=S)NC(=O)c2ccc(Br)cc2)cc1OC
  A: 1	B: -35	C: 4	D: 0	E: -1	F: -2	G: 1.9	H: -8	I: 7

CCCN1CCN(C(=O)c2ccccc2-c2nc3ccccc3s2)CC1
  A: 8	B: -8	C: 5	D: -3	E: 1	F: 3	G: -0.4	H: 0	I: -1

COc1ccc(C(C)=O)cc1CN1C(=O)NC2(CCCCC2C)C1=O (stereo unspecified)
  A: -2	B: -3	C: 3	D: 3	E: 0	F: 0	G: -2.6	H: -3	I: 0

CCOC(=O)C1CCCN(C(=O)c2cccs2)CC1 (stereo unspecified)
  A: 3	B: /	C: 3	D: -21	E: 1	F: /	G: /	H: 0	I: -6

Record cards, from the list above. Order of values: M5 antag | CRFR2-BP antag | M4 PAM | M4 antag | M4 ag | IDE cell inh | CRFBP-R2 agonist | M5 ag | M5 PAM
COc1ccc(C(C)=O)cc1CN1C(=O)NC2(CCCCC2C)C1=O (stereo unspecified) across the screens: -2 | -3 | 3 | 3 | 0 | 0 | -2.6 | -3 | 0
CCCCCCCC(=O)OCC(COC(=O)CCCCCCC)OC(=O)CCCCCCC across the screens: -2 | 32 | 3 | -6 | 1 | -1 | -0.5 | 2 | 6

Following part
Short keys – A = M5 antag; B = CRFR2-BP antag; C = M4 PAM; D = M4 antag; E = M4 ag; F = IDE cell inh; G = CRFBP-R2 agonist; H = M5 ag; I = M5 PAM
CC(=O)OCc1c(COC(C)=O)[n+](=O)c2ccccc2n1[O-]
  A: -2	B: -20	C: -6	D: 4	E: 0	F: 5	G: 3.4	H: -2	I: 2

CN(CC(=O)Nc1ccc(F)cc1)C(=O)COC(=O)c1ccccc1
  A: -4	B: -10	C: 9	D: -11	E: 2	F: 7	G: 2.3	H: 5	I: 2

CSc1nc(Oc2ccc(=O)n(C)n2)nc(N(C)C)n1
  A: -3	B: -7	C: -2	D: -4	E: 0	F: 8	G: 0.0	H: -2	I: 18

CCc1cccc(NC(=O)CCCN2C(=O)NC(C)(C)C2=O)c1
  A: 13	B: -1	C: -2	D: 10	E: 0	F: -7	G: -0.3	H: 0	I: -4

CC1CCCC(NC(=O)CSc2nncs2)C1C (stereo unspecified)
  A: 6	B: 4	C: 6	D: -1	E: 1	F: -2	G: -1.5	H: 3	I: -8

COc1ccc(F)cc1S(=O)(=O)NC(Cc1ccccc1)C(N)=O (stereo unspecified)
  A: 3	B: -18	C: -3	D: 4	E: 0	F: 2	G: 1.0	H: 0	I: 3

Cc1sc(NC(=O)c2ccccc2)c(C(c2ccc(Cl)cc2)N2CCN(CCO)CC2)c1C (stereo unspecified)
  A: 15	B: -50	C: -6	D: -1	E: 11	F: -3	G: 5.0	H: 1	I: -8

Cc1cc2c(=O)n(C)c(SCC(=O)Nc3ccccc3C)nc2s1
  A: -3	B: -7	C: 18	D: 2	E: 2	F: 3	G: -2.3	H: 2	I: -2

COc1ccc2nc3cc(Cl)ccc3c(C#N)c2c1
  A: 4	B: -5	C: 4	D: -4	E: 0	F: 2	G: 17	H: 2	I: 1

CC(C)C(=O)NC(=S)Nc1sc2c(c1C(N)=O)CCCC2
  A: 1	B: 2	C: -8	D: 4	E: 8	F: 5	G: -0.6	H: 4	I: -2

Following part:
Short keys – A = M5 antag; B = CRFR2-BP antag; C = M4 PAM; D = M4 antag; E = M4 ag; F = IDE cell inh; G = CRFBP-R2 agonist; H = M5 ag; I = M5 PAM
CC(=O)Nc1ccc(NC(=O)c2ccc(Cl)nc2)cc1
  A: -8	B: -6	C: -8	D: -3	E: 1	F: 9	G: -0.8	H: -1	I: 6

CSc1ccc(Cl)c(C(=O)OCC(=O)N2CC(C)OC(C)C2)c1 (stereo unspecified)
  A: -1	B: -17	C: -4	D: -6	E: 1	F: -1	G: 7.4	H: -2	I: -3

CCC1(c2ccccc2)NC(=O)N(CC(=O)Nc2cc(Cl)ccc2N2CCN(C)CC2)C1=O (stereo unspecified)
  A: 9	B: -12	C: 9	D: 0	E: 2	F: -5	G: 4.6	H: -5	I: -7

CCNC(=S)N1CCN(CC)CC1
  A: 5	B: 4	C: -3	D: -13	E: 0	F: -2	G: -0.6	H: -14	I: 5

O=C(O)c1ccc(COc2ccc3c(c2)CCC3)cc1
  A: 11	B: 0	C: -1	D: 6	E: 1	F: 3	G: 0.3	H: 2	I: -2

Cc1cc(C)cc(N(C(C)C(=O)NCc2ccc3c(c2)OCO3)S(C)(=O)=O)c1 (stereo unspecified)
  A: -6	B: 16	C: 1	D: -4	E: 1	F: -2	G: 1.1	H: -1	I: -4

In the list so far, 7 have a thiophene ring, fused or not:
Short keys – A = M5 antag; B = CRFR2-BP antag; C = M4 PAM; D = M4 antag; E = M4 ag; F = IDE cell inh; G = CRFBP-R2 agonist; H = M5 ag; I = M5 PAM
C=CCn1cnc2c(sc3nc(C)cc(C)c32)c1=O
  A: 1	B: -7	C: 0	D: -7	E: 0	F: 8	G: -2.4	H: 2	I: 7

O=c1cc(/C=C/c2cccs2)[nH]c2ccccc12
  A: -1	B: 3	C: 4	D: -5	E: 13	F: -1	G: -1.1	H: 3	I: -4

CCCCCc1nc2sc3c(c2c(=O)n1NC(=O)c1ccc([N+](=O)[O-])cc1)CC(C)(C)OC3
  A: 34*	B: 8	C: -13	D: 3	E: 9	F: -7	G: 20	H: 0	I: -16

CCOC(=O)C1CCCN(C(=O)c2cccs2)CC1 (stereo unspecified)
  A: 3	B: /	C: 3	D: -21	E: 1	F: /	G: /	H: 0	I: -6

Cc1sc(NC(=O)c2ccccc2)c(C(c2ccc(Cl)cc2)N2CCN(CCO)CC2)c1C (stereo unspecified)
  A: 15	B: -50	C: -6	D: -1	E: 11	F: -3	G: 5.0	H: 1	I: -8

Cc1cc2c(=O)n(C)c(SCC(=O)Nc3ccccc3C)nc2s1
  A: -3	B: -7	C: 18	D: 2	E: 2	F: 3	G: -2.3	H: 2	I: -2

CC(C)C(=O)NC(=S)Nc1sc2c(c1C(N)=O)CCCC2
  A: 1	B: 2	C: -8	D: 4	E: 8	F: 5	G: -0.6	H: 4	I: -2

Rows were taken by chance; overall some 2.9% were active at least once.
